# High-throughput results from PubChem BioAssay.
# FEN1 inh: inhibitors of human flap endonuclease 1 | Recombinant FEN1 flap cleavage, fluorescence, 15 min | Potency, µM (doses to about 114 µM), without a hit: top-dose activity change, negative = inhibition, most hits filed as inhibitors | hit rate 0.35% among 390,000 | AID 588795; note: nearly all actives have a fitted effect of over 65% in size
# Target sequence (P39748 whole entry, looked up): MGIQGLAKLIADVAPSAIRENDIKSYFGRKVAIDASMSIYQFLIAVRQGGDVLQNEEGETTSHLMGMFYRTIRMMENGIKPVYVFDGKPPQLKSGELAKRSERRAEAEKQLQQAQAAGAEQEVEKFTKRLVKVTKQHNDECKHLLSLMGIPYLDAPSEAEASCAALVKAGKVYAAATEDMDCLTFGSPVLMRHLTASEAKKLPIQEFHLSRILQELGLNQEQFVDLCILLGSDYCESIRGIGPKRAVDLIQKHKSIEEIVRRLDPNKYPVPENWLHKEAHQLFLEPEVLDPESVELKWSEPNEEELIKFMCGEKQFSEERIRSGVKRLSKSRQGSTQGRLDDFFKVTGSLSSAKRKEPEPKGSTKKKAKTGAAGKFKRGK
#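 Enzyme 10 nM, 15 min RT preincubation with compound; start with substrate 50 nM final; reads at 0 and 15 min; qHTS titration, four-parameter Hill fit.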
# N370S GC mod: N370S glucocerebrosidase modulation, Gaucher chaperone candidate | hit rate 0.092% among 330,000 | Potency, µM (series often up to 59.4 µM), for the others: at the highest dose activity change, negative = inhibition, hits mostly inhibitors | N370S GC spleen homogenate, 4MU-glucoside fluorescence | P04062;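 note: 0% = full enzyme activity and -100% = no enzyme basal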
# TDP1 block: blocks human tyrosyl-DNA phosphodiesterase 1; AID 485290; hit rate 0.28% among 350,000; recombinant TDP1, AlphaScreen DNA substrate cleavage; Potency, µM (top dose mostly 130 µM), without a hit: at the top dose activity change, negative = inhibition, actives largely listed as inhibitors; note: nearly all actives have a fitted effect of over 40% in size
# Target sequence (Q9NUW8 whole entry, looked up): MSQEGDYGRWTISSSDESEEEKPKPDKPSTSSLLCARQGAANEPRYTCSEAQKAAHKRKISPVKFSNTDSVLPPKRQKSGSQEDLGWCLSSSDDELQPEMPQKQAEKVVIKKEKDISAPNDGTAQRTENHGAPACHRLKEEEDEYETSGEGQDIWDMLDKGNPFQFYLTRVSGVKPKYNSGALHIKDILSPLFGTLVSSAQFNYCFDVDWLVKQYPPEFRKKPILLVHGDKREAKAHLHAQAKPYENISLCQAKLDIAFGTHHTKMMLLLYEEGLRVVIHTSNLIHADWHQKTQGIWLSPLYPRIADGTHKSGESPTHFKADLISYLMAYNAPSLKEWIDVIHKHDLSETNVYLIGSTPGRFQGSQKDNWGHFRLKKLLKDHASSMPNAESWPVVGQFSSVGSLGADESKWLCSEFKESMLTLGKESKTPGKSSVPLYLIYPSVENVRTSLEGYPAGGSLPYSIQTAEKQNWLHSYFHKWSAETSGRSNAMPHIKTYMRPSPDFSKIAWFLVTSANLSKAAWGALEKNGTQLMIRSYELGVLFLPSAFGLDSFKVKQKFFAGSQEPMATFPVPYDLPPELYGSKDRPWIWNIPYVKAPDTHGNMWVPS
#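 Steps: enzyme plus compound, 15 min RT; add biotin/phosphotyrosine-FITC oligonucleotide (15 nM final), react 5 min; add donor/acceptor beads (10 ug/ml final), 10 min; read AlphaScreen. Tdp1 at 1 nM final.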
# Starred values were filed as active, the others as inactive; ? = inconclusive; · = not tested or not shown; & = joins results of further samples; [ ] = remark or other dose. Calls come from the whole dose curve; as a rule, active = well fitted curve in the direction sought with a large enough effect; inconclusive = small, poorly fitted or top-dose-only effect, or another doubt; inactive = no such curve, though single readings can be large; an effect the other way counts as inactive or inconclusive. Unless noted, % is set by controls: 0 for no effect and ±100 for the full control effect; potency is the fitted concentration of half-maximal effect.
item	structure	FEN1 inh	N370S GC mod	TDP1 block
1	CN(C)S(=O)(=O)c1ccc(Cl)c(C(=O)Nc2ccc(S(=O)(=O)N3CCOCC3)cc2)c1	9.5%	-4.9%	2.4%
2	CC(C)Cn1c(N)c(C(=O)COC(=O)c2ccccc2C(=O)c2ccccc2)c(=O)n(C)c1=O	-23.1%	·	3.7%
3	Cc1ccc(C)c(S(=O)(=O)NCCOC(=O)Nc2sc(=S)n(C)c2C)c1	-1.0%	8.6%	4.7%
4	CN(C)CCC(=O)c1ccc2c(c1)OCO2	-0.9%	-1.6%	4.2%
5	COc1ccc(NC(=O)C2COc3ccccc3C2)cc1Cl (stereo unspecified)	6.3%	·	5.3%
6	Cc1nn(C)c2c1c(C(F)(F)F)cc(=O)n2C(C)C(=O)Nc1ccccc1F (stereo unspecified)	-7.0%	·	3.2%
7	COc1ccc(S(=O)(=O)N2CCc3ccccc32)cc1C(=O)NCC(c1ccco1)N1CCCC1 (stereo unspecified)	3.1%	·	1.1%
8	CCCC(=O)Nc1ccc2nc(SCC(=O)N3CCCC3)sc2c1	10.1%	-10.7%	2.6%
9	O=C(COC(=O)c1ncc(Cl)c(Cl)c1Cl)NNC(=O)c1ccccc1	13.9%	1.8%	-6.2%[0.505 µM]
10	Cc1ccc(CN2C(=O)C[C@@H](NS(=O)(=O)c3ccc4ccccc4c3)C/C=C\C2c2ccc(C)cc2)cc1 (stereo partly specified)	·	0.0%	9.2%
11	CCc1nnc(NC(=O)Nc2ccc(Cl)cc2)s1	-0.6%	-12.9%	-10.3%
12	Cc1ccccc1CC1SC(N=C(N)N)=NC1=O (stereo unspecified)	6.3%	-5.4%	·
13	CCN(CC(=O)Nc1c(F)cccc1F)C(=O)CCCc1c[nH]c2ccccc12	2.2%	-18.3%	3.9%
14	O=C(c1cc2ccccc2o1)N1CCOCC1	5.4%	-1.9%	-0.2%
15	COc1ccc(C(CNC(=O)C(CCSC)NC(=O)c2ccccc2Cl)N2CCCCC2)cc1 (stereo unspecified)	-4.8%	·	0.8%
16	COc1ccc(CNC(=O)C(C)OC(=O)CCN2C(=O)C3CC=CCC3C2=O)cc1 (stereo unspecified)	3.8%	1.5%	-3.8%
17	CC(=O)NC(CCS(C)(=O)=O)C(=O)Nc1cc(C)on1 (stereo unspecified)	0.8%	2.5%	5.2%
18	Cc1nnc2sc(-c3ccc(NC(=O)CSc4ccc(Cl)cc4)cc3)nn12	10.3%	-1.3%	-7.7%
19	COc1ccc(Oc2nc(C)cc(C)c2S(=O)(=O)c2ccc(C)cc2)cc1	-4.7%	8.6%	0.0%
20	COCCCNc1ccnc2c(Cl)cccc12	1.6%	3.1%	1.0%

# The listing continues:
item	structure	FEN1 inh	N370S GC mod	TDP1 block
21	Cc1ccc2c(=O)cc(C(=O)Nc3ccc(S(=O)(=O)N(C)Cc4ccccc4)cc3)oc2c1C	-2.1%	·	2.5%
22	C=CCC1c2cccc(C(=O)O)c2C(=O)N1c1ccc(F)cc1 (stereo unspecified)	1.8%	10.9%	-1.0%
23	CC1CCCCN1C(=O)CCS(=O)(=O)c1cc2c(cc1Cl)NC(=O)CO2 (stereo unspecified)	-8.8%&8.0%	-14.1%	-3.9%
24	CCCn1cc(S(=O)(=O)c2ccc(OCC)cc2)c(=O)c2cc(C)ccc21	-4.9%	·	6.4%
25	CC(=O)Nc1ccc(S(=O)(=O)N2CCN(c3cc(C)ccc3C)CC2)cc1	-27.5%	-9.4%	5.3%
26	Nc1ncc(Br)cc1S(=O)(=O)NCCC(=O)N1CCN(c2ccccn2)CC1	9.0%	-8.5%	2.6%
27	CCc1cc(C(=O)Nc2cnn(Cc3ccc(F)cc3)c2)no1	-15.3%	·	-2.7%
28	Cc1nn2c(-c3ccccc3)ccnc2c1Br	-6.3%	-20.4%	·
29	CCOc1ccc(N(C)S(=O)(=O)c2c(C(=O)N3CCC(C)CC3)c(C)n(C)c2C)cc1	1.4%	·	8.8%
30	COc1ccc(CC(=O)NCC(=O)N/N=C/c2c[nH]c3ccccc23)cc1	0.2%	-8.1%	3.1%
31	O=C(Nc1ccc(S(=O)(=O)N2CCOCC2)cc1)c1ccc(Br)o1	-3.2%	-12.0%	2.3%
32	CN(C)CC(CCC(CN(C)C)C(=O)c1ccccc1)C(=O)c1ccccc1 (stereo unspecified)	-12.9%	1.9%	2.7%
33	COc1ccc(NC(=O)c2oc3ccccc3c2NC(=O)Cc2cccs2)cc1	-4.1%	·	1.3%
34	COc1ccc(S(=O)(=O)N2CCOCC2)cc1C(=O)Nc1ccon1	6.4%	8.8%	4.1%
35	Cc1ccc(S(=O)(=O)Nc2ccc(-c3nc4cc(NS(=O)(=O)c5ccc(C)cc5)ccc4o3)cc2)cc1	·	4.0%	7.0%
36	Cc1cccc(N(CC(=O)NC2CCCC2)C(=O)CS(=O)CC(=O)Nc2ccc3c(c2)OCO3)c1 (stereo unspecified)	7.5%	1.8%	3.8%
37	Cc1ccccc1CN1C[C@@H]2C[C@@H](c3cn[nH]c3-c3ccc(F)cc3)N3CCC[C@@]23C1=O	4.7%	-1.2%	4.8%
38	Cc1cc(C)c(C#N)c(Nc2cccc(C)c2C)n1	19.1%	9.7%	2.7%
39	O=c1c2sc3ccccc3c2n(Cc2ccccc2)c(=O)n1CCc1ccccc1	-18.6%	·	6.4%
40	CCCCCCP(=O)(O)c1ccccc1	5.0%	6.1%	5.1%

# Carrying on:
item	structure	FEN1 inh	N370S GC mod	TDP1 block
41	O=S(=O)(c1ccc(-c2cnc(C3CC3)o2)cc1)N1CCN(c2ccccc2)CC1	2.2%&-6.4%	-23.9%	-7.6%&1.2%
42	Cc1cc(C)c2nc(SCC(=O)NCCN3C(=O)CSC3=O)cc(C)c2c1	-1.8%	-3.5%	0.0%
43	C/C(=N\NC(=O)c1ccccc1)c1ccc(N2CCOCC2)cc1	-12.2%	·	3.8%
44	Cc1nn(CC(=O)NCc2ccco2)c(=O)c2cc3ccccc3n12	3.1%	·	0.0%
45	Cc1ccc(S(=O)(=O)N(C)c2nc3ccccc3n3c(C(C)C)nnc23)cc1	-9.9%	2.0%	0.1%
46	Cc1ccc(NC(=O)CN2CCSc3ccc(S(=O)(=O)N4CCCC4)cc32)cc1	0.1%	·	5.3%
47	Cc1ccc(S(=O)(=O)N2CCOC2CNC(=O)C(=O)NCc2ccco2)cc1 (stereo unspecified)	19.0%	12.8%	6.6%
48	Cn1c(=O)[nH]c(=O)c2c1nc(CN1CCN(c3ccccc3F)CC1)n2Cc1ccc(F)cc1	2.6%	·	9.0%
49	CN(NC(=O)/C=C/C(=O)O)c1ncc(C(F)(F)F)cc1Cl	-2.8%	6.1%	3.8%
50	O=S(=O)(c1ccc(-c2cnc(C3CC3)o2)cc1)N1CCN(c2ccccc2F)CC1	4.2%	·	-6.2%
51	COc1ccc(NC(=O)C2CCN(S(C)(=O)=O)CC2)cc1	5.1%	-2.1%	2.3%
52	CC(C)Oc1cccc(C(=O)Nc2ccc(N3CCN(C)CC3)cc2)c1	27.0%	4.6%	·
53	COC1=CC(=O)C=C(OC)C1=O	?	-1.4%	6.2%[56.1 µM]
54	CN(C)/C=C/C(=O)/C=C/c1ccc(Cl)cc1	-13.0%	1.3%	4.9%
55	Cc1ccc(S(=O)(=O)NC(=O)Nc2ccc(Cl)cn2)cc1	-1.1%	3.0%	0.0%
56	COc1cccc(N2CC(NC(=O)c3cccc4ccccc34)CC2=O)c1 (stereo unspecified)	-19.6%	-5.4%	·
57	COc1ccc(OC)c(NC(=O)CN2C(=O)c3ccccc3S2(=O)=O)c1	3.4%	7.1%	1.9%
58	COC(=O)C(C)Sc1nc(N)c(NC(=O)c2ccco2)c(=O)[nH]1 (stereo unspecified)	23.8%	-3.2%	·
59	CCOc1cccc(C(=O)NC(=S)Nc2ccc(N3CCCC3)cc2)c1	-3.0%	6.1%	12.6%
60	CCOC(=O)c1ccc(N2C=C(C(=O)OC)C(c3ccc(OC)c(O)c3)C(C(=O)OC)=C2)cc1	11.2%	-2.2%	·

# Next results
item	structure	FEN1 inh	N370S GC mod	TDP1 block
61	CCN(CC)CCNC(=O)c1cn(CC)c2ccc(S(=O)(=O)N3CCc4ccccc4C3)cc2c1=O	-16.1%&-0.2%	-5.2%	2.1%&9.3%
62	Cc1ccc(NC(=O)CSc2nc3[nH]ncc3c(=O)[nH]2)cc1Cl	6.6%	7.7%	-0.1%
63	CONC(=O)Nc1ccccc1[N+](=O)[O-]	-3.7%	-2.2%	5.5%
64	CC(C)(C)c1cc(NC(=O)c2cccnc2)no1	-5.0%	6.9%	-3.2%
65	COc1ccc(NC(=O)c2ccccc2N(Cc2ccccc2)S(C)(=O)=O)cc1	-2.4%	-10.2%	-2.4%
66	Cc1cc(C)nc(NC(=O)/C=C/c2ccc(Cl)cc2Cl)c1	1.1%	?	-3.8%
67	O=C(OC1CSc2nc3ccccc3n2C1)c1ccco1 (stereo unspecified)	-14.7%	4.2%	0.0%
68	CCOc1ccc2nc(NC(=O)C(CCSC)NS(=O)(=O)c3cccs3)sc2c1 (stereo unspecified)	7.4%	21.7%	8.0%
69	Fc1ccc(CNCc2ccc(Br)cc2)cc1	-6.6%	4.9%	0.0%
70	COc1cc2cc(C(c3nnnn3C3CCCCC3)N(C)C3CCCCC3)c(=O)[nH]c2cc1OC (stereo unspecified)	?	20.1%	6.3%
71	CCCCCCCCCCOC(=O)Cn1c(COc2ccccc2C)[n+](C)c2ccccc21	-20.7%	?	·
72	COc1cc(CCC(=O)NNC(=O)c2ccc(C)cc2)cc(OC)c1OC	14.4%	2.8%	5.4%
73	C1CNC(C23CC4CC(CC(C4)C2)C3)=N1	-2.6%	7.1%	7.9%
74	Cc1nc(-c2ccc([N+](=O)[O-])cc2)sc1C(=O)O	-2.3%	-1.7%	-2.7%
75	CCOC(=O)/C(=N/Nc1ccccc1)Sc1nnc(CCc2ccccc2)n1-c1ccccc1	-1.4%	11.5%	-3.0%
76	COc1ccccc1-n1ccnc(SCC(=O)NC2CCCCC2)c1=O	0.3%	0.9%	1.0%
77	O=[N+]([O-])c1ccccc1SN(Cc1ccccc1)c1ccccn1	13.0%	0.2%	11.0%
78	COc1ccc(CN(C(=O)c2ccco2)c2ccccc2)cc1	-18.9%	-9.5%	0.0%
79	COc1ccc(C(=O)COC(=O)C2CCC(=O)N2)cc1 (stereo unspecified)	0.8%	1.6%	1.2%
80	COc1cc(OC)c2c(C)cc(=O)oc2c1C(CCN1CCN(c2ccccc2)CC1)c1ccc2c(c1)OCO2 (stereo unspecified)	-2.1%	-29.1%	10.7%

# Remaining list, next part.
item	structure	FEN1 inh	N370S GC mod	TDP1 block
81	O/N=C/c1cccn1-c1ccc(O)cc1	-7.6%	10.5%	4.1%
82	Cc1cc(C)c[n+](CC(=O)c2ccccc2)c1	-13.1%	-6.8%	·
83	O=C(CSc1nc2sccc2c(=O)[nH]1)N1CCN(c2ccccc2)CC1	0.5%	-6.5%	·
84	CC1CCc2c(sc3ncnc(SC(C)C(=O)NCC4CCCO4)c23)C1 (stereo unspecified)	-9.8%	-17.5%	-5.9%
85	CCOc1ccc(CC(=O)N2CCc3cc(OC)c(OC)cc3C2COc2ccc3c(C)cc(=O)oc3c2)cc1 (stereo unspecified)	2.2%	·	0.0%
86	CCNC(=O)C(=O)Nc1ccc2c(c1)N(S(=O)(=O)c1cccs1)CCC2	-11.8%	-23.8%	0.3%
87	CCCCCOC(=O)c1ccc(N2C(=O)C3C4C=CC(C4)C3C2=O)cc1 (stereo unspecified)	-5.5%	-18.2%	0.0%
88	CCn1c2ccccc2c2cc(/C=N/NC(=O)c3ccccc3)ccc21	-0.6%	12.4%	0.0%
89	CC(=O)N(c1ccccc1)c1c(F)c(F)c(F)c(F)c1F	2.0%	-0.3%	1.1%
90	CCc1ccc(-n2nc(C)c3c(C(=O)Nc4ccc(Cl)cc4)cc(C)nc32)cc1	-19.8%	·	0.0%
91	O=C(CCn1cccc1)NCc1ccc(Cl)cc1	-7.9%	6.6%	4.0%
92	Cc1ccc(N(C(=O)c2csnn2)C(C(=O)NC2CCCC2)c2ccccn2)c(C)c1 (stereo unspecified)	5.7%	-11.4%	2.6%
93	CC1CCC(=C(C#N)c2nc(-c3cc4ccccc4oc3=O)cs2)CC1 (stereo unspecified)	-6.7%	2.9%	0.0%
94	COc1ccc2c(c1OC)C(=O)N1c3ccccc3C(=O)OC21 (stereo unspecified)	·	-2.5%	3.1%
95	Cc1ccc(NC(=O)C(=O)NCC(c2cccnc2)N2CCN(C)CC2)cc1C (stereo unspecified)	0.2%	·	1.3%
96	CCc1cc2c(cc3c(=O)n(CC(=O)NCc4cccc(Cl)c4)nc(CC)n32)s1	16.4%	·	-4.9%
97	Cc1nnc(NC(=O)CSc2nc3c([nH]c4ccccc43)c(=O)n2-c2ccc(Cl)cc2)s1	-8.6%	·	-5.5%
98	CCOC(=O)c1c(NC(=O)OC)sc(C(=O)N(C)C)c1C	-14.0%	2.0%	4.4%

# Full records, quoted from the list:
# O=C(CCn1cccc1)NCc1ccc(Cl)cc1 as listed: FEN1 inh: -7.9%; N370S GC mod: 6.6%; TDP1 block: 4.0%
# O=C(CSc1nc2sccc2c(=O)[nH]1)N1CCN(c2ccccc2)CC1 as listed: FEN1 inh: 0.5%; N370S GC mod: -6.5%; TDP1 block: ·
